ATXN viability: Viability Counterscreen for Primary qHTS for Inhibitors of ATXN expression. S2 cells (HEK-293 line with an ATXN2-luciferase reporter) viability, CellTiter-Fluor protease fluorescence, 24 h. hit rate 0.49% among 400,000. Potency, µM (titrated, usually from 56.7 µM), actives largely listed as cytotoxic; note: potency is the fitted concentration of half-maximal effect; nearly all actives have a fitted effect of over 40% in size
TGFb SMAD3 inh: qHTS for Inhibitors of TGF-b | hit rate 1.2% among 410,000 | HepG2 CAGA-GFP TGF-b/SMAD3 reporter, GFP fluorescence, 18 h; TGF-beta stimulated, 500 pg/mL final | AID 588855, 2011 | Potency, µM (series often up to 46.1 µM), for inactives: at the top dose activity, negative = inhibition, most hits filed as inhibitors; note: potency is the fitted concentration of half-maximal effect; % is set by controls: 0 for no effect and ±100 for the full control effect; nearly all actives have a fitted effect of over 65% in size
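Inhibition of TGF-beta-driven CAGA-GFP reporter expression in HEPG2 cells is measured by cellular GFP fluorescence after 18 h stimulation with 500 pg/mL recombinant TGF-beta in 1% FBS medium at 37 degrees C.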
Nrf2 ARE act: qHTS of Nrf2 Activators; AREc32 ARE-luciferase reporter (MCF7-derived line), luminescence, 24 h; Potency, µM (titrated, usually from 46.1 µM), for the others: top-dose activation, usual class: activators; hit rate 0.31% among 410,000; AID 624171, 2012; note: potency is the fitted concentration of half-maximal effect; % of control where 0% means no effect; nearly all actives have a fitted effect of over 65% in size
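ARE-driven firefly luciferase activity in AREc32 cells measured after a 24 hr compound exposure at 37 deg C, using Steady-Glo reagent and a 30 min room-temperature hold.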
EPAC2 agonist: qHTS for Agonist of cAMP-regulated guanine nucleotide exchange factor 4 (EPAC2): primary screen | Potency, µM (titrated, usually from 154 µM), inactives show top-dose activation, actives largely listed as activators | EPAC2 activation, biochemical qHTS; response scale: 100% = 6.5 mM cAMP response | AID 720711, 2013 | hit rate 0.079% among 360,000 | Rap guanine nucleotide exchange factor 4 (Homo sapiens), Q8WZA2; note: potency is the fitted concentration of half-maximal effect; nearly all actives have a fitted effect of over 50% in size
Target sequence (Q8WZA2 whole entry, looked up): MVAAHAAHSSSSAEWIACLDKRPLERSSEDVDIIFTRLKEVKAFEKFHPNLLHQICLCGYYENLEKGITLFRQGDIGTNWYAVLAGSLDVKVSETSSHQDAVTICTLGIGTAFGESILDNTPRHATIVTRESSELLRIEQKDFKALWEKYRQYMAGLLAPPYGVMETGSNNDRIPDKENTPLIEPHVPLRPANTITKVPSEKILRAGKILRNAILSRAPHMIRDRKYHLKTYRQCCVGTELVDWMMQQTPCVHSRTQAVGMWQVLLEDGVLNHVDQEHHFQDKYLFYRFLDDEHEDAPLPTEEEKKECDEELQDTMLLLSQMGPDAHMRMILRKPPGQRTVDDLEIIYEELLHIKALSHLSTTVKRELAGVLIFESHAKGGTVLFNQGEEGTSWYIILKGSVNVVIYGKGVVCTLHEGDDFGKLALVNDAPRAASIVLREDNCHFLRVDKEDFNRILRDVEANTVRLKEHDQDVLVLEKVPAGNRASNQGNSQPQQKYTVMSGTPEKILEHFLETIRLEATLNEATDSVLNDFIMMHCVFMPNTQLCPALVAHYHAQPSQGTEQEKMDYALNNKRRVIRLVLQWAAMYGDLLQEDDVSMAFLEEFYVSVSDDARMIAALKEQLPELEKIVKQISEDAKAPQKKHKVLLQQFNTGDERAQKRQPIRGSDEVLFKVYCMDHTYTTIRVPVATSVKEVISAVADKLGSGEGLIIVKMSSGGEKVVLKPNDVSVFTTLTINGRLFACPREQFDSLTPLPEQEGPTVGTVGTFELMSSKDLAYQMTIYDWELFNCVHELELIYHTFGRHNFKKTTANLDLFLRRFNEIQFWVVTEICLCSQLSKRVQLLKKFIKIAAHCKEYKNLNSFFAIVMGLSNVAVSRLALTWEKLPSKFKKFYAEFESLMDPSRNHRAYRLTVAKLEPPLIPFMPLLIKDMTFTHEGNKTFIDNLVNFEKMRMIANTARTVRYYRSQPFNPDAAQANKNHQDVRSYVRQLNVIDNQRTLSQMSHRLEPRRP
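Compounds were titrated in qHTS against a Rap1B-BODIPY-GDP (250 nM) complex with EPAC2 (100 nM) and GDP (50 uM). BODIPY-GDP release tracked at 480/540 nm over 30 min at room temperature, normalized to 6.5 mM cAMP.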
A549 tox: Nrf2 qHTS screen for inhibitors: counterscreen for cytotoxicity; A549 ARE-Fluc cells, CellTiter-Fluor viability, 18-24 h; Potency, µM (highest dose often 46 µM), without a hit: at the highest dose activity change, negative = cytotoxicity, actives largely listed as inhibitors; hit rate 0.16% among 390,000; note: potency is the fitted concentration of half-maximal effect; % is set by controls: 0 for no effect and ±100 for the full control effect
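Cytotoxicity counterscreen: CellTiter-Fluor fluorescence was measured in A549 ARE_Fluc cells after 18-24 h of compound exposure in a concentration series. The subsequent BugLite luminescent read reports ARE-luciferase activity.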
HepG2 tox: qHTS for Inhibitors of TGF-b: Cytotox Counterscreen | HepG2 CAGA-GFP viability, ATP luminescence, 18 h | Potency, µM (highest dose often 46.1 µM), for the others: at the highest dose activity change, negative = cytotoxicity, actives largely listed as cytotoxic | hit rate 0.76% among 410,000 | AID 588856, 2011; note: potency is the fitted concentration of half-maximal effect; some results filed as inactive show a strong effect at the top dose
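CellTiter-Glo luminescence gave cytotoxicity after 18 hours at 37 degrees C. The cells were HepG2 CAGA-GFP in 1% FBS DMEM, stimulated with 500 pg/mL TGF-beta after compound addition. %Activity was normalised to no-cell wells (complete cell-killing) and DMSO (no toxicity), and curves were fitted and classified.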
ATXN2 expr inh: Primary qHTS for Inhibitors of ATXN expression; AID 1745845, 2022; Potency, µM (top dose mostly 57 µM), for inactives: at the top dose activity change, negative = inhibition, most hits filed as inhibitors; HEK-293 ATXN2-luciferase reporter, luminescence, 24 h; hit rate 0.72% among 360,000; note: potency is the fitted concentration of half-maximal effect; % is set by controls: 0 for no effect and ±100 for the full control effect; nearly all actives have a fitted effect of over 55% in size
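ATXN2-luciferase reporter cells (luciferase flanked by upstream and downstream ATXN2 gene portions) were treated 24 h at 37 °C with compounds at up to 57 uM. SteadyGlo luminescence gave expression; GF-AFC fluorescence gave viability.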
Nrf2 inh: Nrf2 qHTS screen for inhibitors. A549 ARE-Fluc reporter, luciferase luminescence, 18-24 h. hit rate 2.1% among 360,000. Potency, µM (titrated, usually from 46 µM), for the others: at the top dose activity change, negative = inhibition, most hits filed as inhibitors; note: potency is the fitted concentration of half-maximal effect; % is set by controls: 0 for no effect and ±100 for the full control effect; nearly all actives have a fitted effect of over 60% in size
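A549 ARE_Fluc cells (5000/well, 5% FBS OPTI-MEM) pre-incubated 2 h, then treated with compounds 18-24 h at 37C/5% CO2 in concentration-response. CellTiter-Fluor viability read first; BugLite luciferase luminescence after 15 min at room temperature gives Nrf2 activity.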
IL2 activator: qHTS of IL-2 Activators. activation, % (series mostly up to about 46 µM). hit rate 0.065% among 360,000. AID 652025, 2013. IL-2 activation reporter assay, cell-based qHTS; stimulated with anti-CD3/CD4/CD28 beads; in transgenic mouse T cells; in the data active = activation above about 50%; inconclusive = mostly about 30% to 49%; note: 0% is about no effect
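Unstimulated transgenic mouse T cells; 60-min compound exposure; bead-based TCR/CD4/CD28 stimulation; 18 h culture, 37 degrees C; dual fluorescence (EGFP, DsRed) plate cytometry.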
An asterisk follows results filed as active; i = inactive; u = inconclusive; x = not tested or not shown; [ ] = remark or other dose. Unless noted, calls come from the whole dose curve; as a rule, active = well fitted curve in the direction sought with a large enough effect; inconclusive = small, poorly fitted or top-dose-only effect, or another doubt; inactive = no such curve, though single readings can be large; an effect the other way counts as inactive or inconclusive.

SMILES	ATXN viability	TGFb SMAD3 inh	Nrf2 ARE act	EPAC2 agonist	A549 tox	HepG2 tox	ATXN2 expr inh	Nrf2 inh	IL2 activator
O=C1c2ccccc2-c2c1cccc2C(=O)N1CCN(C(=O)c2ccco2)CC1	i	7.4%	-0.7%	-4.6%	x	3.5%	2.6%	-0.4%	-0.8
Cc1cc(Cl)c(OCCCn2cncn2)c(Br)c1	i	1.1%	5.2%	-4.4%	-7.7%	-20.2%	-27.7%	u	-1.5
CCOC(=O)CN1C(=O)N[C@@H](c2ccco2)C(C(C)=O)=C1C	i	4.3%	-1.9%	5.3%	-3.9%	-0.6%	7.9%	-13.6%	2.6
O=C(Nc1cccc(C(F)(F)F)c1)c1cc[n+]([O-])cc1	i	-2.6%	2.9%	-0.1%	0.8%	-10.8%	6.4%	0.6%	-0.6
COc1cc2c(=O)c(S(=O)(=O)c3ccc(C(C)C)cc3)cn(Cc3ccccc3C)c2cc1OC	u	-24.3%	-1.5%	x	3.6%	-13.1%	-13.0%	-3.7%	x
O=C(O)c1cccc([N+](=O)[O-])c1C(=O)Nc1ccc2ccccc2c1	i	-1.3%	u	3.9%	4.4%	2.2%	29.9%	15.9%	-1.0
O=C(Nc1cccc2ncccc12)c1cccnc1	i	10.8%	6.5%	-4.4%	4.2%	-0.7%	-9.9%	5.8%	-0.5
Nc1nc(SCC(=O)N2CCCC2)[nH]c(=O)c1NC(=O)c1cccs1	i	20.7%	0.1%	10.8%	8.1%	-4.0%	x	-13.5%	-0.7
COc1ccc(-n2cnnc2SCC(=O)Nc2cc(C)on2)cc1	u	-2.6%	0.1%	3.1%	-5.4%	-0.8%	0.9%	11.0%	0.2
O=C(c1ccco1)N1CCN(Cc2c(Cl)cccc2Cl)CC1	i	-19.7%	5.6%	11.6%	-1.5%	-56.0%	45.7%[activator]	u	-0.5

Looked up one by one from the list above (two):
SMILES	ATXN viability	TGFb SMAD3 inh	Nrf2 ARE act	EPAC2 agonist	A549 tox	HepG2 tox	ATXN2 expr inh	Nrf2 inh	IL2 activator
O=C(Nc1cccc(C(F)(F)F)c1)c1cc[n+]([O-])cc1	i	-2.6%	2.9%	-0.1%	0.8%	-10.8%	6.4%	0.6%	-0.6
COc1cc2c(=O)c(S(=O)(=O)c3ccc(C(C)C)cc3)cn(Cc3ccccc3C)c2cc1OC	u	-24.3%	-1.5%	x	3.6%	-13.1%	-13.0%	-3.7%	x

Remaining list, next part.
SMILES	ATXN viability	TGFb SMAD3 inh	Nrf2 ARE act	EPAC2 agonist	A549 tox	HepG2 tox	ATXN2 expr inh	Nrf2 inh	IL2 activator
O=S1(=O)CC(O)C(Nc2ccc(Cl)cc2)C1 (stereo not given)	i	-7.2%	0.6%	12.2%	-5.0%	0.0%	0.6%	x	-0.1
CN1CCN(S(=O)(=O)c2ccc(NC(=S)NC(=O)c3ccccc3)cc2)CC1	i	-2.4%	2.4%	-0.1%	5.5%	-1.1%	14.2%	x	-1.8
Cc1csc2ncc(C(=O)NCc3ccccn3)c(=O)n12	i	-22.6%	0.3%	1.4%	10.1%	-17.5%	6.5%	5.7%	-4.4
CCCn1ccc2c(OCC(=O)Nc3ccc(C(F)(F)F)cc3)cccc2c1=O	i	-12.3%	-0.2%	x	-5.2%	2.2%	6.7%	x	x
COc1cc(NC(=O)COC(C)=O)cc(OC)c1OC	i	2.5%	2.5%	1.3%	3.5%	-8.5%	2.9%	-6.2%	2.0
N#Cc1ccc(COC(=O)c2ccc3c(c2)OCO3)cc1	i	4.3%	1.7%	10.2%	7.0%	-11.8%	21.2%	-8.3%	2.0
COC(=O)c1c(NC(=O)/C(C#N)=C/c2ccc(OC)cc2)sc2c1C(C(=O)OC)CC2 (stereo not given)	x	0.8%	-0.1%	x	0.7%	-4.9%	x	11.1%	x
O=C(CCc1nc2ccccc2[nH]1)NC1CCCCC1	i	-27.4%	-0.8%	6.0%	3.4%	1.6%	4.4%	6.7%	-0.3
CCCCCCCCN1C(=O)[C@H](CC(=O)N2CCN(C(=O)c3ccco3)CC2)C[C@@]2(C(=O)OC)CCCCC=C12	u	x	5.2%	2.4%	x	x	u	x	-0.4
CC(C)c1ccc(/C=N/Nc2ccc(C(=O)O)cc2)cc1	i	-0.7%	-2.0%	-11.0%	-11.7%	2.8%	-53.6%	u	-2.1
Cc1ccc(-c2ccc(=O)n(CC(=O)Nc3ccc(C)cc3Cl)n2)cc1	i	-33.7%	5.0%	x	-0.7%	-31.5%	-19.9%	-20.6%	x
CCOC(=O)c1c(NC(=O)c2cc(-c3ccccc3OC)on2)sc(C)c1C	i	7.3%	0.0%	x	2.3%	-8.9%	8.3%	-9.1%	x
C/C=C\C(=O)Nc1cccc(C2=NOC3(C2)C[C@@H](C(N)=O)N(C(=O)C2(C)CC2)C3)c1 (stereo not given in full)	i	-14.6%	-0.4%	0.6%	-2.5%	-1.3%	10.9%	3.0%	0.4
Cc1cc(C)c(S(=O)(=O)N/N=C/c2ccc3c(c2)OCO3)c(C)c1	i	-13.0%	-0.6%	14.1%	-7.6%	-22.8%	-0.4%	4.2%	-2.8
CCOC(=O)c1sc(Nc2nc3cc4c(cc3s2)OCO4)cc1C	i	-5.7%	14.4%	-2.6%	-3.2%	-1.8%	58.7%[activator]	7.3%	0.1
C=CCOC(=O)C1=C[C@H](c2cn(C(C)=O)c3ccccc23)C[C@H](OCc2ccc(CO)cc2)O1	i	7.3%	-0.9%	21.6%	-0.4%	-19.2%	-13.1%	-26.6%	-3.7
CC(=O)NC(C1C(=O)CC(C)(C)CC1=O)(C(F)(F)F)C(F)(F)F	i	-10.1%	-0.8%	3.2%	-8.3%	-5.6%	-5.9%	2.4%	0.7
O=C1N(Cc2cccc(Cl)c2)C[C@@H]2C[C@@H](c3ccsc3)N3CCC[C@@]123	i	-12.8%	0.7%	3.4%	3.9%	4.9%	x	8.1%	-2.5
Cc1cnc(C(=O)OCC(=O)Nc2ccc3c(c2)OCCO3)cn1	i	0.6%	-0.6%	3.0%	-0.3%	-0.1%	6.7%	1.4%	-4.5
Cc1ccc2nsnc2c1NC(=O)CCc1ccccc1	u	-2.5%	0.1%	3.3%	-2.9%	-16.9%	9.7%	18.7%	-0.9
CCCn1nc(NC(=O)c2cccs2)c2cc3cc(OC)ccc3nc21	i	u	7.5%	11.2%	-13.6%	6.7%	2.7%	-0.7%	-0.8
C/C(CC(=O)NC1CCCCC1)=N\NC(=O)c1ccccc1C	i	-4.4%	0.2%	3.3%	-0.1%	-7.0%	-13.5%	1.8%	-0.3
Cc1[nH]nc(N2CCCCC2)c1[N+](=O)[O-]	u	-1.7%	-0.7%	5.6%	-6.4%	-28.3%	3.7%	-15.3%	0.2
O=C(CCC(=O)Nc1ccc(Cl)cc1)N/N=C/c1ccc2c(c1)OCO2	u	-5.8%	-0.2%	-0.9%	2.1%	6.1%	-24.4%	5.1%	-0.9
CC(C)COc1ccc(C(=O)Nc2scc(-c3ccc(Br)cc3)c2C(=O)OC(C)C)cc1	x	22.3%	-0.9%	x	-1.6%	7.1%	x	6.3%	x
O=C(CNC(=O)C1CCCCC1)OCn1nnc2ccccc2c1=O	x	-2.0%	0.5%	2.2%	-0.5%	0.2%	-3.9%	-6.1%	0.7
O=C(NCc1cccs1)c1cnc(Cl)c(Cl)c1	i	-1.5%	u	0.1%	-0.5%	25.7%	-16.6%	3.7%	3.6
O=C(Nc1ccccc1N1CCCCC1)C1CCN(S(=O)(=O)c2cccc(C(F)(F)F)c2)CC1	i	-8.3%	0.4%	-5.5%	-1.2%	-16.1%	3.3%	-4.2%	0.7
O=C(Cn1ncc(Cl)c(Cl)c1=O)NC1CCCCC1	x	-26.8%	u	3.7%	-4.1%	12.2%	u	-14.2%	-0.7
Cn1c(C(=O)NCc2ccc(Cl)cc2)cc2c(=O)n(C)c3ccccc3c21	i	22.0%	0.2%	x	2.8%	-1.0%	1.2%	16.1%	x
O=C1CN(C(=O)COC(=O)c2ccc(C(F)(F)F)cc2)c2ccccc2N1	i	12.1%	-0.3%	-9.4%	0.3%	-0.3%	-8.7%	3.4%	-0.1
Cc1cc(C(=O)Nc2ccccc2Cc2ccccc2)no1	i	-5.2%	-0.7%	1.4%	14.4%	-13.5%	-6.2%	-16.8%	1.7
COc1cc(/C=C(/NC(C)=O)C(=O)O)cc(Cl)c1OCc1ccc(Br)cc1	i	9.9%	0.2%	6.4%	1.4%	15.2%	4.8%	-4.8%	0.3
CCOC(=O)Cn1c(=O)oc2cc(S(=O)(=O)N3CCN(c4ccccc4OC)CC3)ccc21	x	-23.5%	0.6%	x	-2.0%	-2.7%	x	11.8%	x
O=C(c1ccccc1F)N(NC(=O)C(O)(c1ccccc1)c1ccccc1)c1ccccc1	i	-17.5%	-0.7%	1.8%	-5.2%	-1.9%	-9.0%	-20.6%	-0.8
CCOc1ccccc1N1CC(C(=O)N2CCN(Cc3ccc(C#N)cc3)CC2)CC1=O (stereo not given)	i	-4.6%	2.4%	-5.4%	-6.6%	3.6%	-15.5%	u	0.0
Cc1ccc(S(=O)(=O)N2CCN(C(=O)CCOc3ccccc3C)CC2)cc1C	i	u	0.1%	0.3%	-0.9%	-16.5%	-11.0%	u	-4.7
COc1ccc(-c2noc(N3CCC(C(=O)Nc4ccc(C)c(F)c4)CC3)n2)cc1OC	i	0.7%	1.1%	x	-13.0%	-27.2%	10.5%	5.4%[9.27 µM]	x
CCOc1ccc(S(=O)(=O)N2CCC(C(=O)NC3CC3)CC2)cc1Cl	i	-15.8%	0.2%	8.0%	0.5%	-12.5%	-11.2%	-11.2%	-2.7
